LAP4 TOR yeast = modulators of LAP4-GFP expression in yeast, primary screen, S. cerevisiae, multiplex flow cytometry, MLPCN library | 3 h; median GFP as percent of DMSO wells | GFP response vs DMSO, % at 10 µM | 0.34% of 320,000 active | AID 2023, 2009;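 active = GFP response vs DMSO above a set limit, about the screen mean plus 3 SD, cut at about 150% in these data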
MEP2 TOR yeast = modulators of MEP2-GFP levels in yeast, primary screen, S. cerevisiae, multiplex flow cytometry, MLPCN library. 0.51% of 330,000 active. GFP response vs DMSO, % at 10 µM. S. cerevisiae MEP2-GFP strain, 3 h; 100% = DMSO control level;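 active = GFP response versus DMSO above a set limit, roughly screen mean plus 3 SD, cut at about 180% in these data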;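 note: median GFP fluorescence of the barcode-gated MEP2-GFP cells per well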
procasp7 counter = procaspase-7 activators, primary screen, counter-screen for procaspase-3 activator project, biochemical, absorbance, HTS, human. activation, % at 8.5 µM. AID 463210, 2010. 0.093% of 330,000 active. Caspase-7 (Homo sapiens), P55210. recombinant procaspase-7, Ac-DEVD-pNA absorbance 405 nm; D23A/D198A/D206A triple mutant, cannot self-cleave; scale: DMSO 0, 5 µM enzyme 100;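 active = percent activation above the screen-wide mean plus 3 SD, cut at about 25% in these data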
Target sequence (P55210 whole entry D23A/D198A/D206A): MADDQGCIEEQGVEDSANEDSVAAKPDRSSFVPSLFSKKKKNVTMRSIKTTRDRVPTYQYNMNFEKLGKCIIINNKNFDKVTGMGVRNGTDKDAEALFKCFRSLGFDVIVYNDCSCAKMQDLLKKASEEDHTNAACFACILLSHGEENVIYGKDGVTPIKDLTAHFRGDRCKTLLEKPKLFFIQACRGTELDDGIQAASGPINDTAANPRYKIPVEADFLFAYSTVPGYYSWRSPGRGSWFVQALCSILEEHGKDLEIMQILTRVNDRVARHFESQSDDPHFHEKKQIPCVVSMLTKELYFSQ
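Detection: p-Nitroaniline absorbance at 405 nm, read at 0 and 120 min; system: Uncleavable procaspase-7 mutant enzyme; evaluation: % activation from two-timepoint absorbance difference, scaled to controls; times: 1 h enzyme–compound preincubation and 2 h substrate reaction, both 25 °C; buffer or medium: Zinc-free HEPES pH 7.4 with 300 mM NaCl, 0.01% Triton X-100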
GASC-1 inh = inhibitors of GASC-1 histone demethylase, primary screen, biochemical, fluorescence, DELFIA europium; Lysine-specific demethylase 4C (Homo sapiens), Q9H3R0; GST-JMJD2C(1-420) H3K9me3 demethylation; inhibition, % at 2.35 µM; 0.069% of 330,000 active; AID 2099, 2009;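 active = more than half of a compound's replicate wells show inhibition beyond 50%, single wells judged on their own value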;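 note: signal counts dimethyl H3K9 product captured on neutravidin plate; 0% = median of DMSO wells and 100% = 0.3 times that DMSO median; strong numbers were not always called active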
AHR activator = AHR activators, primary screen, cell-based, luminescence, luciferase reporter, human. Aryl hydrocarbon receptor (Homo sapiens), P35869. AHR-responsive luciferase reporter cells. activation, % at 5 µM. 2.5% of 320,000 active. AID 2796, 2010; in the data active = activation above about 47%;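 note: 0% = vehicle wells and 100% = reference agonist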
RPL19A TOR yeast = RPL19A-GFP expression modulators in yeast, primary screen, cell-based, S. cerevisiae, multiplex flow cytometry, MLPCN | S. cerevisiae RPL19A-GFP strain, 3 h; active compounds read low | percent response vs DMSO, % at 10 µM | 0.3% of 330,000 active;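 active = percent response vs DMSO below 50%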;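 note: median channel GFP fluorescence of the barcoded RPL19A-GFP strain; ratio of sample median GFP to plate DMSO average so 100% = DMSO; lower means less RPL19A-GFP as with rapamycin TOR inhibition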
proCasp3 act = activators of human procaspase-3 D3A mutant, primary screen, biochemical, absorbance, PC-3 D3A mutant, single concentration. activation, % at 8.5 µM. recombinant procaspase-3 D3A, Ac-DEVD-pNA absorbance 405 nm. 0.11% of 330,000 active. Caspase-3 (Homo sapiens), P42574;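 active = activation above the mean of all tested compounds plus 3 SD, cut at about 21% in these data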;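 note: 0% = DMSO alone and 100% = DMSO wells spiked with extra 5 µM PC-3 D3A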
Target sequence (P42574 whole entry D9A/D28A/D175A): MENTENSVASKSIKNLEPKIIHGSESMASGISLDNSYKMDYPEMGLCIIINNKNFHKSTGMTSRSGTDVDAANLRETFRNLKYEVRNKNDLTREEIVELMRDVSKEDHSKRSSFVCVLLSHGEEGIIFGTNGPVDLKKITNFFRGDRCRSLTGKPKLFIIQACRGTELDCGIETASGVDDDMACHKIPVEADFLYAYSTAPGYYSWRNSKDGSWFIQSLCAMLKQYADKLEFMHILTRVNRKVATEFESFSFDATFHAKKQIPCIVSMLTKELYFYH
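assay system = Procaspase-3 D3A mutant | signal = absorbance at 405 nm, 0 and 120 min | times = 1 h preincubation plus 2 h reaction at 25 °C | repeats = single replicate | read-out = % activation between DMSO and enzyme-spiked controls | medium = Zinc-free HEPES saline buffer with Triton X-100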
Yeast superoxide = reduction of superoxide in aged yeast, primary screen, HTS; S. cerevisiae aged cells, superoxide DHE fluorescence; active compounds read low; superoxide response (% of plate mean), % at 10 µM; 0.18% of 330,000 active;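 active = superoxide response under a set limit, about three screen SD below normal, cut at about 65% in these data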;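 note: yeast aged for seven days with compound at 30 °C before DHE staining; 100% = average MFI of all compound-treated wells on the plate with controls excluded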
Numbers without * were called inactive; / = no result given.

Order of results – RPL19A TOR yeast	GASC-1 inh	procasp7 counter	AHR activator	Yeast superoxide	proCasp3 act	MEP2 TOR yeast	LAP4 TOR yeast
CCCc1nnc(SCc2ccc(OC)cc2)n1N
  97	-3	-3	0	89	4	96	97
CC(=O)Nc1ccc(S(=O)(=O)Nc2nnc(C(C)(C)C)s2)cc1
  103	-7	-6	1	95	1	106	98
Cc1c(NC(=O)c2cnn3c2NC(c2ccco2)CC3C(F)(F)F)c(=O)n(-c2ccccc2)n1C (centres undefined)
  98	3	12	4	82	-3	104	96
Cc1ccc(C(=O)CCC(=O)Nc2ccccc2C)c(C)c1
  99	0	-2	2	94	14	105	100
COC(=O)C1(C)NC(c2cccs2)C2C(=O)N(c3ccccc3F)C(=O)C21 (centres undefined)
  99	2	0	1	115	-1	109	104
CN(C)c1cc(-c2ccc(F)cc2)oc(=O)c1Cl
  97	7	5	4	104	11	98	115
O=C(Nc1cccnc1)c1ccc([N+](=O)[O-])o1
  103	-20	1	7	101	-1	93	102
Cc1ccc(C)c(S(=O)(=O)N/N=C/c2ccc(C(=O)O)cc2)c1
  96	4	-11	1	107	-10	90	95
COc1cccc(Nc2nc(-c3ccccc3O)nc3ccccc23)c1
  96	-20	15	32	100	-6	103	114
CCOC(=O)C1CCCN(c2c(NCCc3ccc(Cl)cc3)c(=O)c2=O)C1 (centres undefined)
  99	-3	-1	0	92	-6	99	107
O=C(NCCCN1CCc2ccccc2C1)C1CCN(S(=O)(=O)N2CCC3(CC2)OCCO3)CC1
  104	-9	1	0	103	0	96	96
C=CCN(C(=O)c1oc2c(Cl)cc(C)cc2c1C)C1CCS(=O)(=O)C1 (centres undefined)
  103	-23	5	29	103	6	123	89
Cc1cc(C(=O)N2CCN(c3ccc([N+](=O)[O-])cc3)CC2)co1
  103	21	-13	-3	88	-12	96	95
COc1cccc(/C=C2/Sc3ccc(C(=O)NCCN4CCCCCC4)cc3NC2=O)c1
  97	9	-9	1	146	-8	94	102
O=C1CSC(c2ccc([N+](=O)[O-])cc2)N1CCN1CCCCC1 (centres undefined)
  99	3	4	1	101	4	92	84
CC(C)(C)C(C(Oc1ccc(Cl)cc1)n1cncn1)n1nnnc1C(c1cccc(Cl)c1)N1CCCCC1 (centres undefined)
  90	-19	-1	2	93	0	89	85
O=C(Nc1ccc2c(c1)OCO2)c1c(Cl)nc2sccn12
  103	0	8	114*	99	-2	105	100
Cc1ccc(/C=N/NC(=O)C(C)Oc2ccccc2[N+](=O)[O-])s1 (centres undefined)
  101	0	1	8	101	1	110	101
Cc1ccc(S(=O)(=O)N2CCN(c3cc4c(cc3[N+](=O)[O-])n(C)c(=O)n4C)CC2)cc1
  98	11	3	-4	109	-1	104	109
CCOC(=O)c1sc2ncn(/N=C/c3cccnc3)c(=O)c2c1C
  95	-2	0	8	118	-3	99	113
O=C(CCN1CCN(c2ccccc2)CC1)Nc1ccc(Cl)cc1
  101	18	17	3	100	2	98	95
Cc1ccn2c(-c3csc(NCc4ccccc4)n3)c(C)nc2c1
  91	8	-7	11	89	-11	100	93
Cc1cc(C)nc(Nc2ncc(O)n2-c2ccc(C)c(C)c2)n1
  97	1	-5	7	97	-6	109	98
CCOC(=O)CN1C(=O)C(O)(C2CCc3ccccc3C2=O)c2ccccc21 (centres undefined)
  99	-8	3	1	95	5	101	98
CC(C)(C)NC(=O)CCN(/N=C/c1ccc([N+](=O)[O-])o1)C1=NS(=O)(=O)c2ccccc21
  93	-2	-6	0	102	2	91	92
O=C1c2cccc3cccc(c23)C(=O)N1CCCCCc1n[nH]c(=S)o1
  101	-16	-39	9	114	-14	100	97
Cc1ccc(S(=O)(=O)N2CCC(C(=O)OCC(=O)N(C)CC(=O)Nc3ccc(F)cc3)CC2)cc1C
  93	-19	9	-2	99	-5	93	96
CC(Nc1nc(-c2ccc(F)cc2)cs1)c1nc2cc(Cl)c(N3CCCCC3)cc2n1CCCO (centres undefined)
  101	-8	7	15	121	5	90	105
CC(C)Nc1nc(NC(C)C)nc(Nn2cnnc2)n1
  106	1	4	1	102	-1	106	119
Cc1nn(-c2ccccc2)c(N)c1N=O
  98	-7	-1	4	118	4	92	99

Full records, looked up by structure:
CCOC(=O)c1sc2ncn(/N=C/c3cccnc3)c(=O)c2c1C as listed: RPL19A TOR yeast: 95; GASC-1 inh: -2; procasp7 counter: 0; AHR activator: 8; Yeast superoxide: 118; proCasp3 act: -3; MEP2 TOR yeast: 99; LAP4 TOR yeast: 113
Cc1cc(C)nc(Nc2ncc(O)n2-c2ccc(C)c(C)c2)n1 as listed: RPL19A TOR yeast: 97; GASC-1 inh: 1; procasp7 counter: -5; AHR activator: 7; Yeast superoxide: 97; proCasp3 act: -6; MEP2 TOR yeast: 109; LAP4 TOR yeast: 98

Later entries
Order of results – RPL19A TOR yeast	GASC-1 inh	procasp7 counter	AHR activator	Yeast superoxide	proCasp3 act	MEP2 TOR yeast	LAP4 TOR yeast
CCOC(=O)C(NC(=O)c1ccccc1)(Nc1cccc(C)n1)C(F)(F)F (centres undefined)
  101	4	-1	2	107	0	104	102
Cc1ccccc1NC1=NC(=S)N(c2ccccc2)C12CCOC(C)(C)C2 (centres undefined)
  99	0	8	-2	97	-1	96	94
N#Cc1cc(-c2ccccc2)nc(NN)n1
  95	2	1	11	98	2	90	103
CCOC(=O)c1c(-c2cccc([N+](=O)[O-])c2)cn2ccccc12
  98	18	5	4	100	2	93	108
COC(=O)c1c(C)[nH]c(C(=O)C(C)OC(=O)C2CC2)c1C (centres undefined)
  100	-10	5	2	80	11	99	103
CC(C)N1CCN(S(=O)(=O)c2ccccc2)CC1
  98	22	3	-1	102	-3	102	94
Cc1nc(-c2cccc(NS(=O)(=O)c3cccc4ccccc34)c2)cs1
  96	-5	-5	2	105	-6	109	113
O=C(Nc1ccc(Oc2ncnc3cc(Cl)ccc23)nc1)c1cccs1
  100	3	7	-1	102	6	103	103
Cc1ccc(NC(=O)c2sc3ccccc3c2Cl)nc1
  94	7	-16	7	115	4	94	101
Cc1ccc(C)c(NC(=S)c2ccccn2)c1
  107	-10	0	118*	109	-15	106	89
O=C(NC1CCCCCC1)C(=S)NCc1ccccc1
  105	-4	-12	6	91	-6	104	103
CCN(c1ccccc1C)S(=O)(=O)c1cc2c3c(c1)CCC(=O)N3CCC2
  85	11	5	-1	115	7	92	82
COc1ccc(-c2csc3ncnc(N4CCN(S(=O)(=O)c5ccc(C(C)=O)cc5)CC4)c23)cc1
  99	-4	7	-1	84	0	106	110
O=C1C2C(c3ccccc3)CC=CC2[C@H](c2ccc(C(F)(F)F)cc2)N1Cc1ccccc1 (some centres undefined)
  97	-1	-4	2	108	0	85	100
COc1ccc(N2CCN(/C(=N\S(=O)(=O)c3ccc(C)cc3)Nc3nc(C)cc(C)n3)CC2)cc1
  103	-3	1	-1	85	0	98	102
CCCN1C(=S)c2ccccc2C1c1ccccc1 (centres undefined)
  104	14	-5	14	96	-3	110	94
Cc1cc(C)n(CCOc2ccc(Br)cc2)n1
  100	-9	-1	-7	87	0	107	102
O=[N+]([O-])c1cc(Cl)ccc1Sc1ccccn1
  100	80	-5	-1	97	5	103	101
CCN(CC)CC(=O)NN=C(c1ccccc1)c1ccccc1
  106	6	-3	4	97	3	114	116
CO/N=C(/C)CCS(=O)(=O)c1ccccc1
  94	-6	-1	0	93	4	98	95
Cc1ccc(/C=C/S(=O)(=O)NCC(=O)OCC(=O)Nc2c(F)cccc2F)cc1
  98	1	-5	10	110	-6	105	97
Cc1[nH]nc2c1C(c1cn[nH]c1-c1ccc(F)cc1)C(C#N)=C(N)O2 (centres undefined)
  104	-5	-8	0	109	1	102	97
CC(=O)Nc1ccc(S(=O)(=O)N2CCC(C(=O)NCCC(=O)NCc3ccccc3)CC2)cc1
  106	-1	4	-1	92	0	133	105
Cc1ccc(/C=N/NC(=O)CSc2nc3ccccc3c(=O)n2-c2ccccc2C)s1
  98	3	-1	27	104	-3	97	93
COc1ccc2c(c1)OC[C@H]1[C@H]2N2C(=O)c3ccccc3NC(=O)[C@@]2(C)[C@H]1c1ccccc1
  92	/	3	1	94	-2	87	96
O=C(Nc1ccc(F)cc1)c1ccc(C(=O)N2CCCC(O)C2)cc1 (centres undefined)
  109	-2	0	-1	104	5	100	108
Cc1c(NC(=O)c2n[nH]c(=O)c3ccccc23)c(=O)n(-c2ccccc2)n1C
  103	1	0	0	105	-1	113	89
CCOC(=O)c1sc(NC(=O)Cc2ccc(F)cc2)nc1C
  99	-3	3	3	103	-5	101	109
Cc1cc(OCc2cc(C(=O)N(C)CC3CCOCC3)no2)cc(C)c1Cl
  100	0	4	1	92	2	94	98
Cn1ncc(Cl)c1C(=O)NC1CCCC1
  101	1	3	-2	101	-6	106	103

Fetched by compound from above (2):
Order of results – RPL19A TOR yeast	GASC-1 inh	procasp7 counter	AHR activator	Yeast superoxide	proCasp3 act	MEP2 TOR yeast	LAP4 TOR yeast
Cc1ccc(S(=O)(=O)N2CCN(c3cc4c(cc3[N+](=O)[O-])n(C)c(=O)n4C)CC2)cc1
  98	11	3	-4	109	-1	104	109
O=C1CSC(c2ccc([N+](=O)[O-])cc2)N1CCN1CCCCC1 (centres undefined)
  99	3	4	1	101	4	92	84
